Screening results from PubChem.
AmpC no deterg: AmpC beta-lactamase inhibition without detergent; P00811; AmpC nitrocefin hydrolysis, absorbance 480 nm, 0.0001% Triton; Potency, µM (series often up to 57.1 µM), inactives show top-dose activity change, negative = inhibition, most hits filed as inhibitors; actives 0.52% (n = 330,000);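 note: potency is the fitted concentration of half-maximal effect; plate controls were no compound for no effect and no enzyme for full effect; nearly all actives have a fitted effect of over 20% in size; some results filed as inactive show a strong effect at the top dose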
Target sequence (P00811 whole entry, looked up): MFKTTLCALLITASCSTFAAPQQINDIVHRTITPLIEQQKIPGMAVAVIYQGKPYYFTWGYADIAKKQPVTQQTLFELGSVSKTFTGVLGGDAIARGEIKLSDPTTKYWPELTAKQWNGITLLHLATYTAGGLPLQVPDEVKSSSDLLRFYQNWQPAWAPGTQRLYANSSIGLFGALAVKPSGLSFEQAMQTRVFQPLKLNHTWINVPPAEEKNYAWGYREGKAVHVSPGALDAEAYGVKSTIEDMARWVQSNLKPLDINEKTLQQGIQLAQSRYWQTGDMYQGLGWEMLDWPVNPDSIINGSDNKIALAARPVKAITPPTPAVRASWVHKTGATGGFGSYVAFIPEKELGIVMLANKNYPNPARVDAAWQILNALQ
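AmpC (5.3 nM in the dispensed reagent) in 20 mM phosphate pH 7.0 with 0.01% (detergent screen) or 0.0001% Triton X-100 was preincubated with compounds for 15 min at room temperature. Nitrocefin was then added from an 800 uM solution, and hydrolysis was followed at 480 nm.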
AmpC inh detg: AmpC beta-lactamase inhibition with detergent present | P00811 | AmpC hydrolysis of nitrocefin, absorbance 480 nm, 0.01% Triton | Potency, µM (highest dose often 114 µM), inactives show at the top dose activity change, negative = inhibition, actives largely listed as inhibitors | actives 0.041% (n = 370,000);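 note: potency is the fitted concentration of half-maximal effect; 0% = no-compound wells and -100% = no-enzyme wells; nearly all actives have a fitted effect of over 25% in size; some results filed as inactive show a strong effect at the top dose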
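AmpC (5.3 nM in the dispensed reagent) in 20 mM phosphate pH 7.0 with 0.01% (detergent screen) or 0.0001% Triton X-100 was preincubated with compounds for 15 min at room temperature. Nitrocefin was then added from an 800 uM solution, and hydrolysis was followed at 480 nm.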
Giardia FBPA inh: Giardia lamblia aldolase inhibition; purified Giardia FBPA; AID 2451; actives 0.71% (n = 290,000); A8B2U2; Potency, µM (titrated, usually from 59.6 µM), inactives show at the top dose activity, negative = inhibition, usual class: inhibitors; note: potency is the fitted concentration of half-maximal effect; nearly all actives have a fitted effect of over 55% in size
Target sequence (A8B2U2 whole entry, looked up): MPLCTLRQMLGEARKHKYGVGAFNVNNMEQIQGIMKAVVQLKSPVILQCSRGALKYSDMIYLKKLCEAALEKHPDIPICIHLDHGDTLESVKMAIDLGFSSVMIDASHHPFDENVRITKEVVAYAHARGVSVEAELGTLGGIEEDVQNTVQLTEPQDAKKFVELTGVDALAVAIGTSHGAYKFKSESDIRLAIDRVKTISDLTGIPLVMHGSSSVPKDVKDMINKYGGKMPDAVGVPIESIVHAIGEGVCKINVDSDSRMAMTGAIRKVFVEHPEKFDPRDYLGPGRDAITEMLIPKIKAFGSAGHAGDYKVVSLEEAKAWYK
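40 nM FBPA preincubated 10 min at RT with compound (up to 57.5 uM final), then substrate plus GAPDH/TPI/NAD/arsenate coupling and diaphorase/resazurin added. Fluorescence read after 20 min at RT, 525/598 nm.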
Sm TGR inh: S. mansoni TGR enzyme inhibition. Q962Y6. purified TGR, DTNB reduction, TNB absorbance 405 nm. Potency, µM (doses to about 114 µM), without a hit: at the highest dose activity change, negative = inhibition, usual class: inhibitors. actives 3% (n = 360,000). AID 485364; note: potency is the fitted concentration of half-maximal effect; nearly all actives have a fitted effect of over 60% in size
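TGR 20 nM + NADPH 100 uM (dispensed conc.), cpd preinc 15 min RT; start with NADPH (500 uM addition) then DTNB (15 mM addition). Kinetic TNB absorbance, 405 nm filter. Four-parameter Hill fit across titration.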
HCMV inh: inhibitors of human cytomegalovirus; HFF cells, HCMV-luciferase reporter, 72 h; hits give low values; AID 1259415; activity change, negative = inhibition, % at 57.5 µM; actives 4.5% (n = 410,000); in the data active = activity change below about -60%; inconclusive = no clear call, values can overlap the other calls; inactive = above about -39%
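Human foreskin fibroblasts infected with luciferase-reporter HCMV at MOI 1 PFU/cell, compounds at two doses. Luciferase measured 72 h post infection; normalized to buffer-only basal and Salinomycin (10uM) controls.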
AMA1-RON2 inh: inhibitors of Plasmodium falciparum AMA1-RON2 interaction. actives 0.2% (n = 360,000). Potency, µM (top dose mostly 58.2 µM), for the others: at the top dose activity change, negative = inhibition, most hits filed as inhibitors. AlphaScreen AMA1-biotinylated RON2 peptide binding;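 note: potency is the fitted concentration of half-maximal effect; 0% = vehicle wells and -100% = peptide control; nearly all actives have a fitted effect of over 45% in size; some results filed as inactive show a strong effect at the top dose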
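AMA1 (3D7) with his tag at 25 nM final met compounds first, then biotinylated RON2 peptide at 25 nM; detection used donor plus acceptor beads, 10 µg/mL apiece, read by AlphaScreen after 30 min at room temperature.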
* hit, by the source's call; ? = inconclusive; . = not tested or not shown; & = joins results of further samples; [ ] = dose if it differs, or a comment. Unless noted, calls come from the whole dose curve; as a rule, active = well fitted curve in the direction sought with a large enough effect; inconclusive = small, poorly fitted or top-dose-only effect, or another doubt; inactive = no such curve, though single readings can be large; an effect the other way counts as inactive or inconclusive. Unless noted, % is set by controls: 0 for no effect and ±100 for the full control effect.

1) Cc1ccc(C(=O)N(c2ccc(C)cc2)S(=O)(=O)c2ccc(Cl)cc2)cc1
2) O=C1NC2(CCCC2)C(=O)N1Cc1cc(=O)n2ccsc2n1
3) C#CCOCCOCCOCCNc1nc(N2CCN(C(=O)[C@H](C)n3cc(CCCN=C(N)N)nn3)CC2)nc(N2CCN(C(=O)[C@H](C)n3cc(CCCN=C(N)N)nn3)CC2)n1
4) O=C(N/N=C/c1cccnc1)c1ccc([N+](=O)[O-])cc1
5) S=c1[nH]nc(-c2ccc(Cl)cc2)n1CCCN1CCOCC1
6) Cc1cccc(-n2c(SCC(=O)N3CCCC3)nc3n[nH]c(C)c3c2=N)c1
7) COc1ccc(C)cc1NC(=O)CN1CCN(S(=O)(=O)c2ccc(C(C)C)cc2)CC1
8) CCc1cc(C(=O)NCC(C)(C)N2CCOCC2)sc1C
Compound | 1 | 2 | 3 | 4 | 5 | 6 | 7 | 8
AmpC no deterg | . | -13% | -7% | -7% | -14% | 6% | -29% | 7%
AmpC inh detg | -3% | 6% | -7% | -3% | 1% | ? | ? | -16%
Giardia FBPA inh | . | -4% | 12% | 0% | -5% | 1% | -4% | .
Sm TGR inh | -2% | -1% | -14% | 5% | 4% | -6% | -13% | -4%
HCMV inh | -14 | -10 | 2 | -8 | 35 | -9 | ? | -15
AMA1-RON2 inh | . | -8% | 9% | 19% | 18% | 14% | 1% | 17%

Structures from the list above containing nitrogen in an aromatic ring, in the order listed:
2) O=C1NC2(CCCC2)C(=O)N1Cc1cc(=O)n2ccsc2n1
3) C#CCOCCOCCOCCNc1nc(N2CCN(C(=O)[C@H](C)n3cc(CCCN=C(N)N)nn3)CC2)nc(N2CCN(C(=O)[C@H](C)n3cc(CCCN=C(N)N)nn3)CC2)n1
4) O=C(N/N=C/c1cccnc1)c1ccc([N+](=O)[O-])cc1
5) S=c1[nH]nc(-c2ccc(Cl)cc2)n1CCCN1CCOCC1
6) Cc1cccc(-n2c(SCC(=O)N3CCCC3)nc3n[nH]c(C)c3c2=N)c1
Compound | 2 | 3 | 4 | 5 | 6
AmpC no deterg | -13% | -7% | -7% | -14% | 6%
AmpC inh detg | 6% | -7% | -3% | 1% | ?
Giardia FBPA inh | -4% | 12% | 0% | -5% | 1%
Sm TGR inh | -1% | -14% | 5% | 4% | -6%
HCMV inh | -10 | 2 | -8 | 35 | -9
AMA1-RON2 inh | -8% | 9% | 19% | 18% | 14%

The listing continues.
9) CCN(CCCNC(=O)c1nn(-c2ccc(OC)cc2)c(=O)c2c1c1ccccc1n2C)c1cccc(C)c1
10) Cc1cc(C)c(NC(=O)CCCSc2nnc(N)s2)c(C)c1
11) COc1ccc(S(=O)(=O)N2CCN(c3c(C)cccc3C)CC2)cc1OC
12) C/C(=N/NC(=O)c1cccs1)c1ccc(NC(=O)COc2ccc(Cl)cc2Cl)cc1
13) CCOCCn1c(CN2CCCC(C)C2)nc2c1c(=O)n(C)c(=O)n2C (centres undefined)
14) CN(CCOc1ccccc1)CC(=O)Nc1ccc(S(=O)(=O)N2CCCC2)cc1
15) CN1CCN(C(=O)N2c3ccccc3C=Cc3ccccc32)CC1
16) O=C(Nc1ccccc1F)c1ccc(CSc2ccccc2)o1
Compound | 9 | 10 | 11 | 12 | 13 | 14 | 15 | 16
AmpC no deterg | . | -11% | 60%[activator] | -27% | -10% | 15% | 18% | -21%
AmpC inh detg | 0% | 1% | -7% | ? | 5% | -9% | -13% | -12%
Giardia FBPA inh | . | 3% | 3% | 3% | 7% | 16µM* | -1% | -14%
Sm TGR inh | 9% | 5% | 8% | 0% | -16% | -8% | -3% | -12%
HCMV inh | 19 | -4 | 8 | -33 | 12 | -14 | -2 | 15
AMA1-RON2 inh | . | 2% | -11% | 4% | 3% | -27% | 0% | 28%

Reformatted tab-delimited: entries from further up
#	molecule	AmpC no deterg	AmpC inh detg	Giardia FBPA inh	Sm TGR inh	HCMV inh	AMA1-RON2 inh
9	CCN(CCCNC(=O)c1nn(-c2ccc(OC)cc2)c(=O)c2c1c1ccccc1n2C)c1cccc(C)c1	.	0%	.	9%	19	.
10	Cc1cc(C)c(NC(=O)CCCSc2nnc(N)s2)c(C)c1	-11%	1%	3%	5%	-4	2%

Continued:
17) O=C(O)COCC(=O)NCc1csc2ccc(Cl)cc12
18) Cc1ccc(Nc2nc(-c3sc(N)nc3C)cs2)cc1
19) O=S(=O)(NC(=NC1CCCCC1)c1ccccc1)c1ccccc1
20) CCn1c(CNc2ccc(Cl)cc2)nnc1SCc1ccc(Cl)cc1
21) Cc1c2c(n3c(nc4ccccc43)c1C#N)N(CCCN(C)C)CC2
22) Cc1ccc(CN2CCN(Cc3cccn3-c3ccccn3)CC2CCO)o1 (centres undefined)
23) O=C(COc1ccccc1Cl)NNC(=O)Cn1[nH]c(=O)c2ccccc2c1=O
24) CCc1ccc(OC)c(S(=O)(=O)NCCOc2ccccc2)c1
Compound | 17 | 18 | 19 | 20 | 21 | 22 | 23 | 24
AmpC no deterg | -12% | -6% | 1% | 2% | -24% | -5% | -24% | 4%
AmpC inh detg | 2% | -8% | 3% | -14% | -4% | -5% | 1% | -15%
Giardia FBPA inh | 19% | ? | . | 4% | 1% | 2% | . | -12%
Sm TGR inh | 4% | 0% | -20% | -6% | -9% | ? | -1% | -4%
HCMV inh | 29 | 58 | -19 | -11 | -33 | 0 | 0 | -32
AMA1-RON2 inh | -8% | 66%[activator] | 9% | -16% | 2% | 3% | 115%[activator] | -9%

25) Nc1ccc(NC(=O)c2ccc(C(=O)Nc3ccc(N)cc3)cc2)cc1
26) O=C(c1ccccc1)c1ccccn1
27) CCc1ccc(NSc2ccccc2[N+](=O)[O-])cc1
28) COc1ccc(CC(=O)NNC2=Nc3cccc4cccc2c34)cc1
29) C=CCN1C(=O)c2ccc(C(=O)OCC(=O)Nc3ccccc3OC)cc2C1=O
30) NC(=O)C1(N2CCCCC2)CCN(C(=O)c2ccccc2)CC1
31) COc1ccc(N2CCn3c2nc2c3c(=O)n(CCc3ccccc3)c(=O)n2C)cc1
32) Cc1cccc(Nc2cc(C)nc3nc(Cc4ccc(Cl)cc4)nn23)c1
Compound | 25 | 26 | 27 | 28 | 29 | 30 | 31 | 32
AmpC no deterg | -30% | 3% | -27% | -33% | -20% | -17% | -18% | .
AmpC inh detg | -11% | -7% | 2% | 5% | -7% | ? | 0% | 19%
Giardia FBPA inh | 3% | -16% | 0% | 2% | . | 1% | 2% | .
Sm TGR inh | 2% | 1% | 11% | 7% | -1% | -22% | 2% | -1%
HCMV inh | 0 | 5 | 11 | 19 | 0 | 36 | . | -15
AMA1-RON2 inh | 5% | -12% | ? | 41%[activator] | -11% | 0% | . | .

33) Cc1ccc(C(=O)CSc2cnc3ccccc3n2)cc1C
34) COc1cc(C(=O)NC(=S)Nc2nccs2)cc(OC)c1OC
35) Cc1ccc(/C=C2/Sc3ccccc3N(CC(=O)NCC3CCCO3)C2=O)cc1 (centres undefined)
36) O=C(CSc1ccc2ccccc2n1)Nc1nsc(-c2ccc(Cl)cc2)n1
37) O=C(N/N=C(\c1ccccc1)c1cccnc1)C(O)(c1ccccc1)c1ccccc1
38) CCOC(=O)c1cnc(-n2nc(C)cc2C)nc1NNc1ncc(-c2ccccc2)cn1
39) O=C(CNS(=O)(=O)c1cccc(Br)c1)NCC1CCCCC1
40) CCOCN(C(=O)Cn1cnc2ccccc21)c1c(C)cccc1CC
Compound | 33 | 34 | 35 | 36 | 37 | 38 | 39 | 40
AmpC no deterg | -35% | -19% | 156%[activator] | -21% | 37%[activator] | 80% | -9% | 98%[activator]
AmpC inh detg | 5% | 3% | -4% | -1%&-13% | -8% | -1% | 3% | 9%
Giardia FBPA inh | 4% | 14µM* | . | 0% | 2% | -20% | . | 4%
Sm TGR inh | 12% | -1% | -8% | 2%&-3% | -11% | -2% | 6% | 0%
HCMV inh | -61* | -13 | . | 15&-25 | ? | . | -5 | -25
AMA1-RON2 inh | 104%[activator] | 31%[activator] | -12% | -9% | 0% | 28% | 4% | -10%

41) O=C(CC1SC(=Nc2ccc(OC(F)F)cc2)N(CCN2CCOCC2)C1=O)Nc1ccc(F)cc1F (centres undefined)
42) CCOc1ccccc1/C=C/C(=O)NCC(=O)N1CCC(N(C)C2CCCCC2C)CC1 (centres undefined)
43) Cc1ccccc1NC(=O)Cc1nc(COC(=O)c2ccc(NC(N)=O)cc2)cs1
44) CCC(NS(=O)(=O)c1ccc(OC)cc1)C(=O)NCCc1ccccc1 (centres undefined)
45) CCOC(=O)C1CCCN(C(=O)Cc2c(C(=O)O)[nH]c3ccccc23)C1 (centres undefined)
46) O=C(Nc1ccc(N2CCCC2)c(Cl)c1)c1cccnc1
47) CC(C)n1c(SCC(=O)N2CCN(C(=O)c3ccco3)CC2)nc2c1c(=O)n(C)c(=O)n2C
48) CCC(C)N=C1CC(C)(C)CC(=O)/C1=C(/O)Cc1ccccc1 (centres undefined)
Compound | 41 | 42 | 43 | 44 | 45 | 46 | 47 | 48
AmpC no deterg | 221%[activator] | 15% | -31% | 54% | -10% | 84%[activator] | 15% | 45%
AmpC inh detg | -3% | -2% | . | -11% | ? | ? | 6% | 0%
Giardia FBPA inh | -1% | . | . | 6% | 11% | -26% | 5% | 3%
Sm TGR inh | 8% | 6.3µM* | . | 9% | 15% | 50µM* | 2% | 10%
HCMV inh | -1 | ? | 0 | -36 | 42 | 10 | -34 | -25
AMA1-RON2 inh | 179%[activator] | 3% | 24% | 13% | -10% | -22% | 4% | 25%

49) CC(C)C(=O)NNC(=O)CSc1nnnn1C(C)C
50) COC(=O)COc1nc(C)c(Br)c(OC)n1
51) Cc1cnc(NC(=O)Cc2cccs2)s1
52) CC1CCN(S(=O)(=O)c2ccc(C(=O)Nc3nc4ccc(F)cc4s3)cc2)CC1
53) O=C(NCCc1ccccc1)C1CCCN(S(=O)(=O)c2cccc3nsnc23)C1 (centres undefined)
54) O=C(NCCn1cc(SCC(=O)N2CCOCC2)c2ccccc21)c1ccccc1
55) CCCC(=O)NC(NC1CCS(=O)(=O)C1)C(Cl)(Cl)Cl (centres undefined)
56) N/C(=N\OC(=O)CCCC(=O)O)c1ncc(C(F)(F)F)cc1Cl
Compound | 49 | 50 | 51 | 52 | 53 | 54 | 55 | 56
AmpC no deterg | -7% | 0% | -37% | . | -28% | 0% | 8% | 13%
AmpC inh detg | 5% | 2% | 4% | 22% | -6% | -11% | -8% | -6%
Giardia FBPA inh | 1% | 3% | 24% | . | 3% | 0% | 4% | 9%
Sm TGR inh | . | 19% | 2% | 4% | -4% | -21% | -8% | -1%
HCMV inh | -3 | -6 | -16 | 16 | -8 | 10 | ? | 2
AMA1-RON2 inh | 26% | -2% | 5% | . | -8% | -4% | 5% | -5%
